# Assay outcomes: PubChem BioAssay, several laboratories
# KLK5 inh: human KLK5 protease inhibitors, primary screen, biochemical, 1536-well; Kallikrein-5 (Homo sapiens), Q9Y337; recombinant hK5, fluorogenic AMC substrate cleavage; inhibition, % at 5 µM; actives 0.59% (n = 210,000);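 active = inhibition of 40% or more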;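 note: 0% = enzyme controls without compound and 100% = no-enzyme blanks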
# Runt-CBFb FRET: inhibitors of RUNX1 Runt–CBFb binding, primary screen, biochemical, FRET, Cerulean-Runt, Venus-CBFb, uHTS | Cerulean-Runt/Venus-CBFb FRET ratio 530/480, 1 h | inhibition, % at 20 µM | actives 0.46% (n = 220,000) | AID 1496, 2009;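 active = inhibition over about 50% at 20 µM in the single-dose screen, limit read from the data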;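 note: 0% = DMSO wells and 100% = excess unlabeled CBFb competitor control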
#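 Measured by: fluorescence energy transfer, 422 nm excitation, 530/480 nm emission; Assay system: Cerulean-Runt domain; Medium: Tris pH 7.5 buffer with BSA; Measure: loss of energy transfer signal; Controls: 5 µM unlabeled CBFb as full-inhibition high control; Incubation: protein complex preformed 1 h, compound exposure 1 h, room temperature, dark.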
# thrombin 1536: human alpha-thrombin inhibitors, primary screen, counter-screen for coagulation protease inhibitor project, biochemical, 1536-well, fluorogenic AMC substrate; Prothrombin (Homo sapiens), P00734; Boc-VPR-AMC fluorogenic substrate cleavage; inhibition, % at 5 µM; actives 0.26% (n = 220,000);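 active = inhibition at or above 40%; inactive = inhibition below 40%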;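 note: 0% = enzyme with no compound and 100% = wells without enzyme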
#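 Material: Human alpha-thrombin protein | Buffer or medium: pH 7.5 Tris-saline with Tween 20 | Reagent: Boc-VPR-AMC substrate, 15 µM final | Schedule: Reaction at ambient temperature | Detection: AMC fluorescence at 355 nm excitation and 460 nm emission | Evaluation: Percent inhibition scaled between no-compound controls and no-enzyme blanks | Controls: no-compound enzyme wells and no-enzyme blanks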
# FXIa inh: human FXIa protease inhibitors, primary screen, biochemical, 1536-well; inhibition, % at 5 µM; Coagulation factor XI (Homo sapiens), P03951; purified FXIa, Boc-Glu-Ala-Arg-AMC fluorogenic substrate; AID 798, 2007; actives 0.14% (n = 220,000);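 active = inhibition of at least 40%; inactive = inhibition below 40%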;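 note: fluorescence of freed AMC excited at 355 nm; 0% = enzyme without compound and 100% = no enzyme blank; many of its hits are not listed in these tables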
# Hck Nef HTS: inhibitors of Nef-activated human Hck kinase, primary screen, biochemical, Z-Lyte FRET, 384-well, Hck-YEEI; Recombinant Hck-YEEI plus Nef, Z-Lyte FRET kinase assay; Tyrosine-protein kinase HCK (Homo sapiens), P08631; inhibition, % at 20 µM; actives 0.68% (n = 220,000);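 active = Hck-Nef kinase inhibition above about 50%, limit read from the data; inactive = inhibition below that limit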;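 note: 0% = DMSO with Hck plus Nef and 100% = Hck alone without Nef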
# Wee1 stabilizer: Wee1 degradation inhibitors, primary screen, cell-based, HeLa, Wee1K328M-luciferase, luminescence | Wee1-like protein kinase (Homo sapiens), P30291 | HeLa Luc-Wee1K328M stability; 100% = proteasome inhibitor MG132 effect | reporter increase, % at 5 µM | actives 1.2% (n = 220,000) | AID 1321, 2008;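 active = activation above the mean of all tested compounds plus 3 SD, set per screening run, cut at about 8.8% in these data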;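 note: cells exposed to compound for 20 h before luminescence read; 0% = DMSO alone and 100% = MG132 at 30 µM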
# Target sequence (P30291 whole entry K328M): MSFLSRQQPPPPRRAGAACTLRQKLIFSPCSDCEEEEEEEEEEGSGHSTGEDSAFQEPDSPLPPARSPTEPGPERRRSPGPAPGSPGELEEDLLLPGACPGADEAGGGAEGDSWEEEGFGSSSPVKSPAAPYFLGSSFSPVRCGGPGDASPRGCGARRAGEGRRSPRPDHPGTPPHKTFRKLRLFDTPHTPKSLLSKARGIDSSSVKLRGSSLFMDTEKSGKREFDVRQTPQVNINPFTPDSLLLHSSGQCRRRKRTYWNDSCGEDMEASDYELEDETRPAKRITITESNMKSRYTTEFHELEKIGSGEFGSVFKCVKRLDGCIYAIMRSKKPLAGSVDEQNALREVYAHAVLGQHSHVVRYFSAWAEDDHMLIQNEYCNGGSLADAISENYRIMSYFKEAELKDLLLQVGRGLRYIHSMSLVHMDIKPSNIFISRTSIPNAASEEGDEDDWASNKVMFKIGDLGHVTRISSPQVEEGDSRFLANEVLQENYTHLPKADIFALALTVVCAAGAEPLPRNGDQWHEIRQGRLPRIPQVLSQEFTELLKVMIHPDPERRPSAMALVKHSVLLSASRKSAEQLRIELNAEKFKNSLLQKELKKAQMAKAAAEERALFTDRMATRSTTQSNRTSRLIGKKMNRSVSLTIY
# FXIIa inh: human FXIIa protease inhibitors, primary screen, biochemical, 1536-well | Coagulation factor XII (Homo sapiens), P00748 | purified FXIIa, Boc-QGR-AMC fluorogenic substrate, 2 h | inhibition, % at 5 µM | actives 0.3% (n = 220,000); in the data active = inhibition above about 40%;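 note: 0% = enzyme with no compound and 100% = blank without enzyme; many of its hits are not listed in these tables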
# 14-3-3 Bad PPI: inhibitors of 14-3-3 zeta/Bad binding, primary screen, biochemical, TR-FRET, bovine 14-3-3 zeta. TR-FRET 14-3-3zeta/Dy647-pBad peptide displacement, 1 h. inhibition, % at 21.7 µM. actives 0.71% (n = 220,000);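 active = inhibition above about 70%, limit read from the data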;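 note: 0% = full 14-3-3 plus peptide FRET controls and 100% = background without 14-3-3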
# Target sequence (P63103 whole entry, looked up): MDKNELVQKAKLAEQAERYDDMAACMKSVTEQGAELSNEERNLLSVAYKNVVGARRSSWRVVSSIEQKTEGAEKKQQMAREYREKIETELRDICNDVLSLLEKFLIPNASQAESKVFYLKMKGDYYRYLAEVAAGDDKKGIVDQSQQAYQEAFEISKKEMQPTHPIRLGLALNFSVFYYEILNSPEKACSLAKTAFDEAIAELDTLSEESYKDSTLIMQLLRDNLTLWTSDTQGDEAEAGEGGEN
# Runt-SMMHC FRET: inhibitors of RUNX1 Runt–CBFb-SMMHC binding, primary screen, biochemical, FRET, Cerulean-Runt, Venus-CBFb-SMMHC, uHTS. inhibition, % at 20 µM. AID 1434, 2008. actives 0.74% (n = 220,000). Cerulean-Runt/Venus-CBFb-SMMHC FRET ratio 530/480, 1 h. Runt-related transcription factor 1 (Homo sapiens) + Core-binding factor subunit beta …;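 active = mean inhibition across duplicate retests at 20 µM reaching about 50%, limit read from the data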;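 note: 0% = DMSO wells and 100% = wells with excess untagged CBFb-SMMHC; inhibitors lower the FRET ratio by blocking Runt binding to CBFb-SMMHC; some results filed as inactive read as strong as hits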
# * = called active by the depositor; · = not tested or not shown; [ ] = remark or other dose. Rows are unselected. Share with any hit: about 4.2%.
No.	smiles	KLK5 inh	Runt-CBFb FRET	thrombin 1536	FXIa inh	Hck Nef HTS
1	O=C(NNC(=O)c1ccc([N+](=O)[O-])cc1)c1ccncc1	-14	-2	-9	9	7
2	N/C(=N\OC(=O)c1cccc(F)c1)c1ccccc1	2	0	-2	-15	0
3	Cc1cc(Cl)c(OCCCSc2nc(C)cc(=O)[nH]2)c(Br)c1	7	-3	0	4	2
4	CCOc1ccccc1NC(=O)Cc1coc2ccc(C)cc12	-14	-2	5	0	5
5	CCCCC(=O)N=c1sc2cc(S(C)(=O)=O)ccc2n1C	-7	-8	0	-6	-2
6	COc1ccc(N(C)C(=O)c2onc3c2CCCC3)cc1	28	-1	19	16	-2
7	COc1ccccc1CN1CCN(C(=O)c2ccncc2)CC1	6	-2	0	-2	1
8	c1cc2c(nn1)CCc1nonc1-2	2	0	-1	4	0
9	O=C(Nc1ccc(N2CCN(C(=O)c3cccs3)CC2)c(Cl)c1)c1ccco1	-4	2	5	2	1
10	COc1ccccc1-c1nnc(SCC(=O)O)n1-c1ccc(C)cc1	-4	·	-8	-2	19

No.	Wee1 stabilizer	FXIIa inh	14-3-3 Bad PPI	Runt-SMMHC FRET
1	8	17	1[fluorescence artefact?]	-1
2	2	13	15[fluorescence artefact?]	-1
3	3	14	6	-1
4	0	2	-4	0
5	0	6	5[fluorescence artefact?]	1
6	-3	14	19[fluorescence artefact?]	0
7	0	14	83*	2
8	-5	12	-12	-4
9	-2	18	0	-1
10	2	8	-1	·

# Some of the entries so far, bar-delimited:
cpd | Structure | KLK5 inh | Runt-CBFb FRET | thrombin 1536 | FXIa inh | Hck Nef HTS | Wee1 stabilizer | FXIIa inh | 14-3-3 Bad PPI | Runt-SMMHC FRET
1 | O=C(NNC(=O)c1ccc([N+](=O)[O-])cc1)c1ccncc1 | -14 | -2 | -9 | 9 | 7 | 8 | 17 | 1[fluorescence artefact?] | -1
2 | N/C(=N\OC(=O)c1cccc(F)c1)c1ccccc1 | 2 | 0 | -2 | -15 | 0 | 2 | 13 | 15[fluorescence artefact?] | -1
3 | Cc1cc(Cl)c(OCCCSc2nc(C)cc(=O)[nH]2)c(Br)c1 | 7 | -3 | 0 | 4 | 2 | 3 | 14 | 6 | -1
4 | CCOc1ccccc1NC(=O)Cc1coc2ccc(C)cc12 | -14 | -2 | 5 | 0 | 5 | 0 | 2 | -4 | 0
5 | CCCCC(=O)N=c1sc2cc(S(C)(=O)=O)ccc2n1C | -7 | -8 | 0 | -6 | -2 | 0 | 6 | 5[fluorescence artefact?] | 1
6 | COc1ccc(N(C)C(=O)c2onc3c2CCCC3)cc1 | 28 | -1 | 19 | 16 | -2 | -3 | 14 | 19[fluorescence artefact?] | 0

# (next part)
No.	smiles	KLK5 inh	Runt-CBFb FRET	thrombin 1536	FXIa inh	Hck Nef HTS
11	COc1cc(C(=O)NCC(=O)N/N=C/c2cccs2)cc(OC)c1OC	-25	-1	-6	6	2
12	CC(=O)Nc1ccc(NC(=O)CN(C)CCC#N)cc1	-20	-3	3	8	-1
13	CC1(C)CC2(CC(c3cccs3)c3cc(Cl)c(O)cc3O2)NC(=S)N1 (stereo not drawn)	-2	4	-1	4	1
14	CCC(C)NCC(O)(c1ccc(Cl)cc1)c1ccc(Cl)cc1 (stereo not drawn)	1	-1	4	1	28
15	O=C(c1cnsn1)N1CCN(c2ccccn2)CC1	-10	2	0	-2	-1
16	Cc1ccc(NC2=CC(=O)CC(C)(C)C2)c(N)c1	-11	-11	-5	-6	-1
17	Nc1cc(-c2ccc(Cl)cc2)nn1S(=O)(=O)c1ccc(Cl)cc1	0	-1	-3	-4	2
18	CCc1c(C)[nH]n(-c2ccc(Oc3ccccc3)c(S(=O)(=O)O)c2)c1=O	-10	-6	2	0	1
19	C/C(=C\C(=O)c1ccccc1)Nc1cccc(O)c1	7	0	6	3	2
20	COc1ccccc1/C=C/C=C1\Oc2c(ccc(O)c2CN(C)C)C1=O	4	-376	-1	3	-3

No.	Wee1 stabilizer	FXIIa inh	14-3-3 Bad PPI	Runt-SMMHC FRET
11	0	5	-3	-1
12	2	18	-1	3
13	1	10	0	1
14	-2	6	-4	1
15	0	10	-8[fluorescence artefact?]	0
16	-2	1	-20	-46
17	-2	15	3	2
18	0	6	53[fluorescence artefact?]	-3
19	-3	3	-11	3
20	0	12	2	-168

# Continued:
No.	smiles	KLK5 inh	Runt-CBFb FRET	thrombin 1536	FXIa inh	Hck Nef HTS
21	CC1=C(C(=O)Nc2ccc(Cl)cc2)C(c2ccncc2)C(C#N)=C(SCC(N)=O)N1 (stereo not drawn)	-23	4	-3	0	8
22	CC(C)N(Cc1nc(-c2ccc(Cl)cc2)no1)C(=O)C(c1ccccc1)c1ccccc1	-24	-2	-1	8	4
23	O=C(Nc1nc(-c2cc(Cl)sc2Cl)cs1)c1cccs1	-6	6	-8	-5	6
24	Cc1c(Br)c([N+](=O)[O-])nn1CC(=O)NCc1ccccc1	-19	0	-4	-4	-8
25	CCN(CC)CCCOC(=O)c1ccc(OC)cc1O	0	0	4	0	-3
26	CCOP(=O)(CN(CC)C(=O)c1ccccc1Br)OCC	3	1	1	2	18
27	Cc1c(Cl)cnc(NC(=O)CSc2nncs2)c1Cl	-25	2	-5	8	1
28	O=C(Cc1ccc(-c2ccccc2)cc1)NC1CCCC1	2	-2	-4	-4	23
29	CCc1ccc(NC(=O)N(C2CCCCC2)C(C)c2cccnc2)cc1 (stereo not drawn)	-5	1	2	21	-2
30	CC(C)Cn1cnc2c(c1=O)c1nc3ccccc3nc1n2Cc1ccc2c(c1)OCO2	1	0	0	3	-2

No.	Wee1 stabilizer	FXIIa inh	14-3-3 Bad PPI	Runt-SMMHC FRET
21	1	1	5	-6
22	1	7	-6	3
23	4	11	-11	-4
24	1	-7	-1	-1
25	-1	10	-7	0
26	2	8	-8	4
27	4	10	6	-1
28	-3	8	-12	-4
29	1	10	-1	1
30	1	9	6	-6

# Next part.
No.	smiles	KLK5 inh	Runt-CBFb FRET	thrombin 1536	FXIa inh	Hck Nef HTS
31	CC1=CC(=O)C=C(C)C1=NOC(=O)c1cccc([N+](=O)[O-])c1	-6	14	-3	5	0
32	N#Cc1ccc(OCC(=O)NC2=NCCS2)cc1	4	-1	1	-1	5
33	O=C1CC(N2CCN(C(c3ccccc3)c3ccccc3)CC2)C(=O)N1Cc1ccc(N2CCCC2=O)cc1 (stereo not drawn)	-13	-10	2	4	0
34	CC(=O)Nc1cccc(C(=O)OC(C(=O)c2ccc(C)cc2)c2ccccc2)c1 (stereo not drawn)	15	-3	-3	-9	-1
35	O=C(NCCN1CCN(c2ccccc2)CC1)C1CCN(S(=O)(=O)N2CCOCC2)CC1	-5	-2	-4	-2	-1
36	Cc1ccc(CN(C)C(=O)C2CCCN2C(=O)c2cccs2)o1 (stereo not drawn)	1	3	-4	-3	0
37	COCCNC(=O)C(=O)N/N=C(\C)CC(=O)Nc1ccc2c(c1)OCO2	-18	·	3	-2	-9
38	CC1(C)Cc2c(sc3nc(-c4ccccc4)oc(=O)c23)CO1	-21	-2	-5	6	2
39	COc1ccc(C(C(=O)NC2CCCCC2)N(C(=O)c2sc(C)nc2C)c2ccc(C(C)=O)cc2)cc1 (stereo not drawn)	-10	-1	-5	-8	4
40	C=CCn1c(=NC(=O)CN2C(=O)CCC2=O)sc2cc(S(N)(=O)=O)ccc21	-16	2	-11	-11	3

No.	Wee1 stabilizer	FXIIa inh	14-3-3 Bad PPI	Runt-SMMHC FRET
31	-1	3	-7	5
32	2	14	-5	3
33	0	21	-2	-2
34	0	11	1	-8
35	3	12	2[fluorescence artefact?]	132
36	-1	3	-4	4
37	1	2	5	0
38	7	9	-8	-2
39	-3	0	4	-3
40	-1	-3	-6	-84

# (cont.)
No.	smiles	KLK5 inh	Runt-CBFb FRET	thrombin 1536	FXIa inh	Hck Nef HTS
41	Cc1c(NC(=O)c2ccc3c(c2)C(=O)N(Cc2ccco2)C3=O)cccc1C(=O)O	-4	1	-9	-3	23
42	O=c1oc2ccccc2c(O)c1/C=N/c1ccccn1	6	-3	-6	-20	-4
43	Cc1ccc(OCC(=O)N/N=C2/SCC(=O)N2Cc2ccccc2)cc1	-21	0	-3	-7	1
44	COc1ccccc1Cn1c(=S)[nH]c2cc(C(=O)N3CCN(C)CC3)ccc2c1=O	4	0	-6	-7	0
45	Cn1c(-c2sccc2OCc2cccc(C(F)(F)F)c2)n[nH]c1=S	2	1	-3	-1	19
46	CCCc1nc2n[nH]c(N)c2c2c1CCCC2	-31	1	0	15	2
47	Brc1cc2c(cc1Br)OCCOCCOCCO2	5	4	4	5	9
48	CCn1c2ccccc2c2cc(NC(=O)c3cc(OC)c(OC)c(OC)c3)ccc21	-17	-8	-2	16	-1
49	O=C(CCNC(=O)c1ccco1)NCc1ccccc1	-14	1	3	3	1
50	CCN(Cc1ccccc1)C(=O)c1cc(COc2c(F)cccc2F)on1	2	-3	-4	3	-1
51	CC(C)(C)C1CCc2onc(C(=O)N3CCOCC3)c2C1 (stereo not drawn)	-28	-1	-4	-18	2
52	Cc1cc(NC(=O)CSC2=Nc3ccccc3C3=NC(Cc4ccccc4)C(=O)N23)n[nH]1 (stereo not drawn)	6	1	-4	7	-1

No.	Wee1 stabilizer	FXIIa inh	14-3-3 Bad PPI	Runt-SMMHC FRET
41	3	4	-7	-1
42	-3	-4	2	1
43	-3	6	-10	-2
44	-1	3	-6	0
45	1	9	-6	19
46	1	16	13	1
47	3	10	23	-3
48	2	26	-5	-7
49	-1	21	-3	3
50	3	7	-3	1
51	-3	3	-7	0
52	-4	8	4	3
